# LmPK inh: LmPK (Leishmania mexicana) enzyme inhibition; Q27686; Potency, µM (highest dose often 57.5 µM), for inactives: top-dose activity change, negative = inhibition, actives largely listed as inhibitors; AID 1721; actives 0.37% (n = 290,000); purified LmPK, Kinase-Glo ATP luminescence, 1 h; also: potency is read from the fitted curve at half-maximal effect; % is scaled to controls: 0 for no effect and ±100 for the full control effect
# Target sequence (Q27686 whole entry, looked up): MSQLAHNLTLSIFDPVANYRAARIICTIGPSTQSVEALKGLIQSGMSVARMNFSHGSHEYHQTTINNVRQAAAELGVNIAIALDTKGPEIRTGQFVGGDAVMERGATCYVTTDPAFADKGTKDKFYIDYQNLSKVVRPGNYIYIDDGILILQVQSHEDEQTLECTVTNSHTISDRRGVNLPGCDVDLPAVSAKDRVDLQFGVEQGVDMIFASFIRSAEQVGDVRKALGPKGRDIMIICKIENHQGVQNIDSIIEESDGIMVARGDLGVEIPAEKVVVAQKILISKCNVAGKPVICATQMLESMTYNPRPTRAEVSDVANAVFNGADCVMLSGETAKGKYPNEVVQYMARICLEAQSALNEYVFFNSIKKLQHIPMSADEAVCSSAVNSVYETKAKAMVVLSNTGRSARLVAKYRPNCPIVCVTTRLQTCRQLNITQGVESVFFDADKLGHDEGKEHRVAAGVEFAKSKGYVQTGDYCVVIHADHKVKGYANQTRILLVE
#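 Pyruvate kinase activity monitored as ATP production (luciferase luminescence). Conditions: 0.1 nM enzyme, 0.5 mM PEP, 0.1 mM ADP, 1 h, RT; normalized against uninhibited and no-enzyme wells.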
# Tb PYK inh: blocks Trypanosoma brucei pyruvate kinase. Q57TT1. TbPYK enzyme, Kinase-Glo Plus ATP luminescence, 45 min. Potency, µM (doses to about 76.8 µM), without a hit: top-dose activity, negative = inhibition, usual class: inhibitors. actives 0.12% (n = 410,000). AID 624173; also: potency is read from the fitted curve at half-maximal effect; % is scaled to controls: 0 for no effect and ±100 for the full control effect; nearly all actives have a fitted effect of over 50% in size
#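 In this concentration-response screen, enzyme-free wells defined baseline while DMSO plates tracked drift. Each reaction combined TbPYK, substrate, compound and 130 uM ADP for 45 min at room temperature. Kinase-Glo Plus luminescence gave the signal.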
# Shiga toxin inh: Shiga toxin inhibition; actives 9.2% (n = 290,000); inhibition, % at 38.7 µM; Vero cells, Shiga toxin protein synthesis inhibition reporter; in the data active = inhibition mostly above about 28%, no sharp cut-off; inactive = mostly below about 43%; also: 0% is about no effect
# Pf growth 48h: inhibits P. falciparum growth in the first generation, 48 h | P. falciparum luciferase growth in erythrocytes, 48 h | Potency, µM (series often up to 28.7 µM), inactives show at the top dose activity change, negative = inhibition, actives largely listed as inhibitors | AID 504832 | actives 5.9% (n = 310,000); also: potency is read from the fitted curve at half-maximal effect; % is scaled to controls: 0 for no effect and ±100 for the full control effect
#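 Cell-based growth assay: transgenic P. falciparum expressing firefly luciferase, cultured in red cells within RPMI 1640 containing 0.5% w/v Albumax, 24 mM bicarbonate and gentamycin. A drop in luciferase activity indicates inhibition.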
# Pf growth 96h: P. falciparum growth inhibition at 96 hour, primary screen for plastid delayed-death inhibitors; P. falciparum luciferase reporter growth, 96 h; Potency, µM (titrated, usually from 28.7 µM), inactives show at the top dose activity change, negative = inhibition, actives largely listed as inhibitors; actives 6.9% (n = 320,000); AID 504834; also: potency is read from the fitted curve at half-maximal effect; % is scaled to controls: 0 for no effect and ±100 for the full control effect
#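 Luminescence readout: decreased luciferase signal marks inhibited growth of reporter-expressing P. falciparum in infected red cells (2% hematocrit, 0.05% parasitemia final), exposed to compound two generations (96 h, 37 C, 5% CO2).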
# HCV inhibitor: blocks hepatitis C virus. Huh7.5.1 HCVcc-Cre infection, luciferase reporter, 44 h. Potency, µM (titrated, usually from 41.8 µM), for inactives: at the top dose activity change, negative = inhibition, actives largely listed as inhibitors. actives 3.4% (n = 340,000). AID 651820; also: potency is read from the fitted curve at half-maximal effect; % is scaled to controls: 0 for no effect and ±100 for the full control effect
#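 Seed cells (1,000/well) for 4 h; treat with compound and infect with HCVcc-Cre, moi about 0.5. Incubate 44 h, then detect luciferase activity.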
# CHX counter: affects cycloheximide protein synthesis inhibition readout, counter-screen | cell reporter, cycloheximide protein synthesis inhibition counterscreen | max response, % | actives 12% (n = 300,000) | AID 2314; in the data active = max response mostly above about 13%, no sharp cut-off; inactive = mostly below about 14%; also: read at 38.3 µM for the half of the compounds with a filed dose; 0% is about no effect
# An asterisk follows results filed as active; i = inactive; ? = inconclusive; · = no result given; [ ] = remark or other dose. Unless noted, calls follow the shape of the dose curve; as a rule, active = well fitted curve in the direction sought with a large enough effect; inconclusive = small, poorly fitted or top-dose-only effect, or another doubt; inactive = no such curve, though single readings can be large; an effect the other way counts as inactive or inconclusive. Compounds were not picked by outcome; 24% or so of the library scored in one or more.
SMILES,LmPK inh,Tb PYK inh,Shiga toxin inh,Pf growth 48h,Pf growth 96h,HCV inhibitor,CHX counter
O=C(c1ccoc1)N1CCC2(CC1)Oc1ccc(F)cc1C(=O)C21CC(c2ccccc2)=NO1 (stereo unspecified),1%,1%,-9,?,12µM*,12%,1
O=C(O)CC(c1cccc2ccccc12)n1cccc1 (stereo unspecified),-4%,1%,-17,42%[activator],11%,4%,-2
CCCN1Cc2cccc(C(=O)Nc3ccc(-c4nc5ccccc5[nH]4)cc3)c2C1=O,-3%,-7%,8,2.3µM*,-13%,?,18*
CCOc1ccc(-n2c(SCC(=O)N3CCc4ccccc43)nnc2-c2c[nH]c3ccccc23)cc1,7%,-7%,-11,-5%,0%,3%[8.37 µM],-2
COc1ccccc1NC(=S)N1CCN(C/C=C/c2ccccc2)CC1,-1%,-5%,-7,-1%,?,5%,-5
COc1ccc(C(C)=O)c(Oc2nc(CN3CCOCC3)nc3scc(-c4cccs4)c23)c1,6%,11%,-17,?,0%,?,2
COc1ccccc1C1CC(=O)Oc2cc(OC)c(OC)c(OC)c21 (stereo unspecified),·,-1%,i,·,·,-4%,0
Cc1[nH]nc2c1C(C1CC=CCC1)C(C#N)=C(N)O2 (stereo unspecified),-5%,1%,-15,-13%,?,0%,-5
COC(=O)CSc1nc(-c2ccccc2)nc2ccccc12,-1%,-7%,-11,16%,0%,-17%,-2
CCc1ccc(-c2cn3nc(C)c(C)nc3n2)cc1,1%,-15%,-24,31%[activator],90%[activator],-11%,-1
Cc1ccc2nc(N3CCN(c4ccccc4F)CC3)c(C=O)c(=O)n2c1,5%,-11%,-7,32%[activator],6%,4%,-2
CC(Sc1nnnn1C)C(=O)NC1CCCc2ccccc21 (stereo unspecified),-1%,0%,-11,21%,28%,15%,-3
COc1ccc(CC(=O)Nc2cc(C)ccc2O)cc1OC,0%,-6%,-11,-10%,43%[activator],?,-3
O=C(COC(=O)c1ccc(Br)o1)Nc1cccc(S(=O)(=O)N2CCCCCC2)c1,3%,7%,2,·,10%,-26%,1
O=C(NCCCN1CCCC1=O)C1CCN(S(=O)(=O)c2ccc(F)cc2)CC1,·,1%,·,18%,27%,15%,·
O=C(NC12CC3CC(CC(C3)C1)C2)c1ccc(COc2ccc(Cl)cc2[N+](=O)[O-])o1,0%,2%,2,?,?,8.9µM*,-1
NCCn1c(-c2ccccc2)cc(C(=O)O)c1-c1ccccc1F,3%,-14%,-7,14%,-1%,19%[8.37 µM],-2
CCOC(=O)c1c(C)oc2cc(Br)c(OC(C)C(=O)OCC)cc12 (stereo unspecified),-2%,0%,41,-27%,-4%,?,-4
Cn1c(SCC(=O)N2CCN(c3cccc(Cl)c3)CC2)nnc1-c1ccncc1,1%,4%,-5,5%,?,?,-1
OC(c1ccccc1)(c1ccccc1)C1CCN(C(=S)NC2CCCC2)CC1,2%,-6%,-8,?,-9%,-12%,9
COc1cccc(C(c2c(N)n(C)c(=O)n(C)c2=O)C(C)[N+](=O)[O-])c1 (stereo unspecified),0%,-1%,22,?,17%,13%,-3
CCCCS(=O)(=O)Nc1ccc(N2CCOCC2)c(S(=O)(=O)N2CCOCC2)c1,-3%,6%,3,21%,-20%,·,1
Cc1ccc(C23CC4CC(CC(C(N)=O)(C4)C2)C3)cc1,-3%,-5%,-11,30%,?,3%,-3
CC1=C(C(=O)NCc2ccccc2)C(c2cccs2)n2ncnc2N1 (stereo unspecified),-2%,-2%,-5,0%,15%,5%,-2
Cc1nn(Cc2c(F)c(F)c(F)c(F)c2F)c(C)c1NC(=O)c1nn(C)c(C)c1Br,-1%,-5%,5,-8%,-1%,-24%,-2

# An excerpt from above in order of molecular weight, highest first.
SMILES,LmPK inh,Tb PYK inh,Shiga toxin inh,Pf growth 48h,Pf growth 96h,HCV inhibitor,CHX counter
Cc1nn(Cc2c(F)c(F)c(F)c(F)c2F)c(C)c1NC(=O)c1nn(C)c(C)c1Br,-1%,-5%,5,-8%,-1%,-24%,-2
COc1ccc(C(C)=O)c(Oc2nc(CN3CCOCC3)nc3scc(-c4cccs4)c23)c1,6%,11%,-17,?,0%,?,2
O=C(c1ccoc1)N1CCC2(CC1)Oc1ccc(F)cc1C(=O)C21CC(c2ccccc2)=NO1 (stereo unspecified),1%,1%,-9,?,12µM*,12%,1
COC(=O)CSc1nc(-c2ccccc2)nc2ccccc12,-1%,-7%,-11,16%,0%,-17%,-2
COc1ccc(CC(=O)Nc2cc(C)ccc2O)cc1OC,0%,-6%,-11,-10%,43%[activator],?,-3

# The results go on.
SMILES,LmPK inh,Tb PYK inh,Shiga toxin inh,Pf growth 48h,Pf growth 96h,HCV inhibitor,CHX counter
CCOC(CNC(=O)Cc1c(C)nc2c(-c3ccccc3)c(C)nn2c1C)OCC,-1%,5%,4,41%[activator],?,-13%,-1
O=C(CSc1nnnn1-c1ccccc1)Nc1nc(-c2ccccc2)ns1,5%,1%,-12,11%,?,7%,-2
Cc1cccc2c(=O)n3c(nc12)CCCCC3,1%,13%,-5,13%,·,?,-3
Cc1nc(CCNS(=O)(=O)c2cccs2)cs1,-2%,-5%,-4,10%,?,?,5
CCc1ccc(-c2csc(NC(=O)c3cccnc3)n2)cc1,5%,-10%,8,?,?,?,2
CC(NC(=O)c1ccc(CS(C)(=O)=O)cc1)c1ccc(-n2ccnc2)cc1 (stereo unspecified),2%,1%,2,-1%,?,·,-2
COc1ccc(-n2cc(-c3ccccc3)c3c(NN4CCOCC4)ncnc32)cc1,0%,-5%,-26,-24%,13%,-4%,-6
CC(=O)c1cccc(N(CC(=O)Nc2ccccc2C(=O)N2CCCC2)S(C)(=O)=O)c1,6%,-7%,-13,41%[activator],16%,8%,0
COc1ccccc1/C=N/NC(=O)CC(=O)NC1CCCCC1,5%,4%,-11,5%,37%[activator],-2%,0
Cc1ccc(NC(=O)C2Cc3ccccc3CN2C(=O)c2ccccc2)cc1Cl (stereo unspecified),5%,3%,3,3%,?,-6%,18*
CC(NC(=O)C12CC3CC(CC(O)(C3)C1)C2)c1ccccc1 (stereo unspecified),-4%,-4%,-13,39%[activator],47%[activator],3%,-1
CCOC(=O)c1nnc(-c2cccs2)nc1Oc1ccccc1C(=O)OC,-3%,0%,-12,·,9%,17%,-5
Cc1ccc(C2C(C#N)=C(N)SC(N)=C2C#N)o1,6%,·,23,15%,4%,·,-4
O=C(NNC(=S)NC(=O)c1cccs1)c1cccnc1,-1%,-8%,1,0%,85%[activator],19%,5
Cc1ccccc1CSc1nc2ccccc2c(=O)[nH]1,1%,-2%,-6,-1%,1%,-1%,-4
Cc1ccc(-n2nc3c(c2NC(=O)c2ccc4c(c2)OCO4)CS(=O)(=O)C3)cc1,0%,-5%,-6,-2%,-14%,18%,-4
CC(=O)c1ccc(OC(C)C)c(Cc2c(O)nc(N)[nH]c2=O)c1,-5%,7%,-13,3%,11%,12%,-1
COc1cc(CNCc2ccc(OC)c(OC)c2OC)cc(OC)c1,1%,0%,-4,3%,11%,10µM*,-4
Cc1[nH]n(-c2ccccc2)c(=O)c1-c1ccc(Cl)cc1,0%,2%,10,·,2.1µM*,17%,12
Cc1ccc(-c2nc(C(=O)O)cs2)cc1,2%,-1%,-4,17%,11%,19%,21
CCCc1cc(C(=O)Nc2ccccc2C(=O)OC)no1,-6%,-8%,12,4%,12µM*,10µM*,-3
Cc1ccc(Nc2nnc(SCC(=O)Nc3ccccc3[N+](=O)[O-])s2)cc1,4%,2%,13,-15%,10µM*,-1%,9
CC(C)OC(=O)CSc1nc2ncccc2[nH]1,-1%,-7%,-16,19%,23%,8%,-2
Cc1ccc2cc(CN(CC3CCCO3)C(=S)Nc3ccccc3)c(=O)[nH]c2c1 (stereo unspecified),5%,-5%,2,?,0%,-14%,9
COc1ccc(-c2nnc(SCC(=O)NC3CCCCC3)o2)cc1,0%,-4%,13,14%,35%[activator],-16%,-5

# Entries of single compounds as entered above. Values in the order: LmPK inh, Tb PYK inh, Shiga toxin inh, Pf growth 48h, Pf growth 96h, HCV inhibitor, CHX counter
# Results for CC(C)OC(=O)CSc1nc2ncccc2[nH]1 : -1%, -7%, -16, 19%, 23%, 8%, -2
# Results for CC(NC(=O)C12CC3CC(CC(O)(C3)C1)C2)c1ccccc1 (stereo unspecified) : -4%, -4%, -13, 39%[activator], 47%[activator], 3%, -1
# Results for CC(NC(=O)c1ccc(CS(C)(=O)=O)cc1)c1ccc(-n2ccnc2)cc1 (stereo unspecified) : 2%, 1%, 2, -1%, ?, ·, -2
# Results for CCOC(CNC(=O)Cc1c(C)nc2c(-c3ccccc3)c(C)nn2c1C)OCC : -1%, 5%, 4, 41%[activator], ?, -13%, -1

# The listing continues.
SMILES,LmPK inh,Tb PYK inh,Shiga toxin inh,Pf growth 48h,Pf growth 96h,HCV inhibitor,CHX counter
Cc1ccc(C(O)CSc2nnc(-c3ccc4ccccc4c3)n2C)cc1 (stereo unspecified),1%,-5%,-10,-4%,0%,14%,-2
Cc1ccc2c(c1)N(S(=O)(=O)c1ccc3c(c1)NC(=O)CC(=O)N3)CCO2,1%,-1%,8,7%,8.3µM*,-10%,-1
COc1ccccc1CCNC(=O)c1ccccc1SCC(=O)N1CCCC1,·,1%,·,?,?,16%,·
Cc1sc(NC(=O)CSc2nnc(-c3ccccc3)o2)c(C#N)c1C,0%,-2%,58*,20%,-21%,?,33*
CCOC(=O)c1cnc2ccc(C(=O)OC)cc2c1Nc1ccc(C(=O)O)cc1,-22%,-3%,-7,?,28%,0%,-2
CCC(NC(=O)NCc1ccccc1)(C(F)(F)F)C(F)(F)F,3%,-1%,-4,3%,-22%,1%,-2
COCCn1c(=NC(=O)CSC(C)=O)sc2cc(F)ccc21,0%,-4%,-4,·,11%,7%,0
CCCCN(C(=O)CCNC(=O)NC12CC3CC(CC(C3)C1)C2)c1c(N)n(CCC)c(=O)[nH]c1=O,·,-17%,·,?,?,8%,·
O=C(CCc1nc2ccccc2c(=O)[nH]1)Nc1nc(-c2cccs2)cs1,·,-1%,·,5%,63%[activator],?,·
O=C(Nc1cc2c3c(c1)CC(=O)N3CCC2)c1ccc(Cl)cc1,·,5%,·,-1%,-5%,?,·
CCn1cc(C(=O)O)c(=O)c2cc(F)c(N3CCN(C(=S)NC(=O)c4ccc(F)cc4)CC3)cc21,?,-28%,24,?,?,-11%,7
O=C(O)C1CCN(C(=O)c2cccc3ccccc23)CC1,-3%,-1%,1,5%,6%,12%,-5
COc1ccc2oc(C(=O)OCC(=O)N(Cc3ccccc3)C(C)C)c(C)c2c1,·,2%,·,8%,10%,26%,·
CCOC(=O)c1c(NC(=O)c2ccco2)sc(C(=O)N2CCCC2)c1C,0%,-1%,-16,15%,-6%,-26%,3
C/C(=N\Nc1ccc([N+](=O)[O-])cc1)c1ccc(O)cc1,-2%,-1%,45*,43%[activator],115%[activator],-17%,37*

# High-throughput results: PubChem, National Center for Advancing Translational Sciences (NCATS)
